From PubChem
STEP block = STEP phosphatase inhibitors, primary screen, biochemical, fluorescence intensity, uHTS; Tyrosine-protein phosphatase non-receptor type 5 (Homo sapiens), P54829; recombinant STEP, OMFP fluorogenic substrate; inhibition, % at 20 µM; hit rate 0.25% among 360,000; AID 588621, 2011;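 active = inhibition at 20 µM, scaled per plate between control wells, above about 37%, limit read from the data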;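 note: 0% = DMSO with enzyme and substrate and 100% = substrate only without enzyme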
Target sequence (P54829 whole entry, looked up): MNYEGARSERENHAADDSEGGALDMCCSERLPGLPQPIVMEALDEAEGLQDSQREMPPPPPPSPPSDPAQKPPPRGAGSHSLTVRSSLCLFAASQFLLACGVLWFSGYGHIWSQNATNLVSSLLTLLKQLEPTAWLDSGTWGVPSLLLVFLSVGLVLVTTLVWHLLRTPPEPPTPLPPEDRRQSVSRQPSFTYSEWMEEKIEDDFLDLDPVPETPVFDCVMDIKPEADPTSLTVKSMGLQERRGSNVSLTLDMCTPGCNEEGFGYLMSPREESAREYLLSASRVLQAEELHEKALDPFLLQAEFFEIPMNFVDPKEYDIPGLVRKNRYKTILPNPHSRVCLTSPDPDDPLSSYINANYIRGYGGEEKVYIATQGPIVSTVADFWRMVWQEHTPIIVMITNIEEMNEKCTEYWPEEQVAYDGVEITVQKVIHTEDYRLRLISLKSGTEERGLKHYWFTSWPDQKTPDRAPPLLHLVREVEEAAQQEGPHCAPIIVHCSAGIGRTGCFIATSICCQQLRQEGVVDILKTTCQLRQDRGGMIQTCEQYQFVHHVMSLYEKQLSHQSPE
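Test system: STEP tyrosine phosphatase / Reagent: OMFP at 25 µM / Doses: 20 µM, 1% DMSO / Read-out: percent inhibition scaled to no-enzyme and uninhibited-enzyme controls, plate-pattern corrected / Detection: FITC-channel fluorescence of OMFP product / Medium: Bis-Tris buffer pH 6.0, 2.5 mM DTT, 0.005% Tween 20 / Schedule: 20 min at room temperature, dark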
Scp1 inh = Scp-1 phosphatase inhibitors, primary screen, biochemical, colorimetric, uHTS | AID 493091, 2011 | Carboxy-terminal domain RNA polymerase II polypeptide A small phosphatase 1 (Homo … | hit rate 0.88% among 340,000 | inhibition, % at 20 µM | Recombinant Scp1, phosphopeptide, malachite green phosphate absorbance;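 active = inhibition above about 50% at 20 µM, limit read from the data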;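 note: plate controls were DMSO wells with enzyme for no effect and wells lacking enzyme for full effect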
Target sequence (Q9GZU7 76-261 limits assumed): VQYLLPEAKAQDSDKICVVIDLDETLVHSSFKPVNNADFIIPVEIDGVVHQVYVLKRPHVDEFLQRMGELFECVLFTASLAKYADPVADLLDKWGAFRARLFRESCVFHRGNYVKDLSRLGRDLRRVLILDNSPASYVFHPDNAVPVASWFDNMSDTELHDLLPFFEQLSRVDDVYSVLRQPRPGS
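System: truncated SCP-1 phosphatase (76-261aa); medium: Tris acetate buffer pH 5.5 with MgCl2 and Tween-20; incubation: 45 min room-temperature reaction, 5 min colour, 30 min stabiliser; compound: single 20 µM dose, 1% DMSO; reagent: Phosphorylated 17-residue peptide substrate; read-out: % inhibition at 20 µM; technique: colorimetric free-phosphate detection, absorbance 630 nm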
NRP1-CendR mod = modulators of CendR peptide binding to NRP-1, primary screen, biochemical, fluorescence polarization, uHTS | Neuropilin-1 (Homo sapiens), O14786 | FAM-RPARPAR peptide binding to NRP-1 | inhibition, % at 25 µM | hit rate 0.85% among 360,000 | AID 602438, 2012;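 active = inhibition or corrected inhibition above about 18%, plus a signal ratio from 0.5 to 1.5, limit read from the data, passing the limit was not always enough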; note: strong numbers were not always called active
SUMO1 PPI mod = modulators of SUMO1 protein-protein interactions, primary screen, biochemical, uHTS; inhibition, % at 20 µM; AID 602429, 2012; hit rate 0.33% among 360,000; SUMO1 binding to a labelled peptide, TR-FRET, 1 h; Small ubiquitin-related modifier 1 (Homo sapiens), P63165; in the data active = inhibition above about 37%
Target sequence (P63165 whole entry, looked up): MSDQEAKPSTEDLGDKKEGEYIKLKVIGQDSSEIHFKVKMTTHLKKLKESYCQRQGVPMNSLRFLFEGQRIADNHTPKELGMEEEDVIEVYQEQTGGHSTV
MsrA inhibitor = bovine MsrA enzyme inhibitors, primary screen, biochemical, absorbance, HTS; Methionine sulfoxide reductase A (Bos taurus); purified bovine MsrA, absorbance read-out; inhibition, % at 15.5 µM; hit rate 0.75% among 360,000; AID 651718, 2012; in the data active = inhibition above about 4.5%;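 note: 0% = vehicle wells with enzyme and 100% = reference inhibitor wells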
DNMT1 inh = human DNMT1 methyltransferase inhibitors, primary screen, biochemical, molecular beacon, fluorescence, HinP1I cleavage, uHTS; DNA (cytosine-5)-methyltransferase 1 (Homo sapiens), P26358; inhibition (reported as % activation of signal), % at 10 µM; hit rate 0.83% among 360,000; in the data active = inhibition above about 50%
LMPTP block = LMPTP phosphatase inhibitors, primary screen, biochemical, fluorescence intensity, uHTS. Low molecular weight phosphotyrosine protein phosphatase (Homo sapiens), P24666. recombinant LMPTP-A, OMFP fluorogenic substrate. inhibition, % at 20 µM. hit rate 0.22% among 360,000. AID 651560, 2012;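 active = compounds that cut the enzyme signal by at least half of the control window in the single-dose screen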;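 note: plate controls were DMSO wells with enzyme plus substrate for no effect and substrate without enzyme for full effect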
Target sequence (P24666 whole entry, looked up): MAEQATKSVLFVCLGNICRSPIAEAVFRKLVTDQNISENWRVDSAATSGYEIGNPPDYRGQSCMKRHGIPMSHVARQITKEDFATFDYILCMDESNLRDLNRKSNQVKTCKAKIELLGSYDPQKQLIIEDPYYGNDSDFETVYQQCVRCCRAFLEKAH
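Test system – LMPTP-A phosphatase enzyme · Quantity – 0.625 nM LMPTP-A final · Reagent – OMFP substrate, 400 µM final · Dosing – one test concentration per compound, 20 µM, with 3% DMSO overall · Timing – 50 min enzyme reaction at room temperature, protected from light · Detection – fluorescence intensity · Controls – substrate-only low control, DMSO enzyme-plus-substrate high control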
MsrA act = bovine MsrA enzyme activators, primary screen, biochemical, absorbance, HTS; hit rate 0.3% among 360,000; Methionine sulfoxide reductase A (Bos taurus); AID 602163, 2012; purified bovine MsrA, absorbance read-out; activation, % at 10.6 µM; in the data active = activation above about 7.5%;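 note: 0% = vehicle and 100% = reference activator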
eLon inh = inhibitors of E. coli Lon protease, primary screen, biochemical, fluorescence polarization; purified E. coli Lon protease; inhibition, % at 7.94 µM; hit rate 0.42% among 360,000; AID 602123, 2011; in the data active = inhibition above about 13%, passing the limit was not always enough;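 note: 0% = enzyme with probe and DMSO and 100% = no enzyme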
TbMetRS inhib = T. brucei MetRS inhibitors, primary screen, biochemical, luminescence. methionyl-tRNA synthetase (Trypanosoma brucei brucei). purified T. brucei MetRS, ATP depletion, Kinase-Glo luminescence. inhibition, % at 11.9 µM. hit rate 0.4% among 360,000. AID 624268, 2012;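 active = inhibition above a per-plate cutoff of the control wells' mean inhibition plus 3 SD, cut at about 5.5% in these data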;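 note: 0% = DMSO wells median and 100% = median of wells with control inhibitor compound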
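Dosing: 11.9 µM single point; system: parasite MetRS enzyme; technique: luminescence of leftover ATP; times: 15 min enzyme-compound preincubation, 2 h reaction, 10 min detection, 25 °C; replicates: each compound tested once; read-out basis: percent inhibition relative to median high and low control wells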
Starred values were filed as active, the others as inactive; / = no result given.

SMILES	STEP block	Scp1 inh	NRP1-CendR mod	SUMO1 PPI mod	MsrA inhibitor	DNMT1 inh	LMPTP block	MsrA act	eLon inh	TbMetRS inhib
COc1ccc(NC(=O)Cn2cnc3ccccc3c2=O)cc1OC	-3	-1	-9	0	1.0	-4	0.1	-3	6	-0.5
CC(C)(C)c1ccc(C(=O)O/N=C(\N)Cc2cccs2)cc1	0	/	0	4	-1.5	2	1.0	-1	5	-0.2
Cc1ccc2oc(-c3ccco3)cc(=O)c2c1	-1	-5	-3	-20	7.7*	1	-0.8	-6	3	0.2
O=C(COC(=O)c1ccc2c(=O)n3c(nc2c1)CCC3)Nc1ccc(OC(F)F)cc1	0	-5	-1	4	1.3	-8	0.0	-1	3	0.6
Cc1ccc(-c2noc(CN(C(=O)C(c3ccccc3)c3ccccc3)C(C)C)n2)cc1	6	-19	-11	2	1.6	3	5.3	-3	-11	-0.7
Fc1cccc(NC(=S)N2CCCC2)c1	3	-4	4	-1	1.4	-4	-1.2	-4	0	-0.5
COc1ccc(Cc2nnc(N/N=C/c3ccc(N(C)C)cc3)[nH]c2=O)cc1OC	3	-12	6	-5	2.9	-6	-1.2	-4	0	0.1
COc1ccc(/C=N/NC(=O)Cn2c(Cc3ccc(OC)c(OC)c3)nc3ccccc32)cc1OC	-2	-1	-2	-14	1.0	-1	-0.4	-1	-7	0.0
CC(C)C(C(=O)Nc1ccc(S(=O)(=O)N2CCOCC2)cc1)N1C(=O)c2ccccc2C1=O (centres undefined)	0	-2	-11	-1	0.7	-1	-0.6	-2	14	0.1
COc1ccc(-c2n[nH]c(=S)n2-c2ccc3c(c2)OCCO3)cc1OC	-1	-3	14	0	1.0	0	0.4	1	-10	-0.3
CCCCCC(=O)N1CCCC(c2nc(-c3ccc(OC)cc3)no2)C1 (centres undefined)	-5	-4	0	1	-0.6	-1	-0.6	-1	-8	-0.1
Cc1cccc(CC(=O)Nc2cccnc2)c1	-4	1	5	2	0.7	5	-1.4	-14	-9	-1.6
O=C(OCC(=O)c1ccc[nH]1)c1ccc(S(=O)(=O)N2CCCCCC2)cc1	0	-13	-11	-1	-0.5	-4	4.0	-1	-3	-1.0
O=C(/C=C/c1c(Cl)nc2ccccn12)Nc1ccc(F)cc1	4	-1	1	-7	3.0	1	0.2	-4	-7	-0.8
CC(C)C[C@@H](CN1CCC[C@H]1CN1C(=O)C(=O)NC[C@@H]1Cc1ccccc1)N1C[C@H](Cc2ccccc2)N(CC2CCCCCC2)C(=O)C1=O	/	/	-5	6	0.2	/	7.2	2	-11	-0.1

Record cards, from the list above. Order of screens: STEP block	Scp1 inh	NRP1-CendR mod	SUMO1 PPI mod	MsrA inhibitor	DNMT1 inh	LMPTP block	MsrA act	eLon inh	TbMetRS inhib
COc1ccc(-c2n[nH]c(=S)n2-c2ccc3c(c2)OCCO3)cc1OC across the screens: -1	-3	14	0	1.0	0	0.4	1	-10	-0.3
Fc1cccc(NC(=S)N2CCCC2)c1 across the screens: 3	-4	4	-1	1.4	-4	-1.2	-4	0	-0.5

Remaining list, next part.
SMILES	STEP block	Scp1 inh	NRP1-CendR mod	SUMO1 PPI mod	MsrA inhibitor	DNMT1 inh	LMPTP block	MsrA act	eLon inh	TbMetRS inhib
COc1cc(OC)c2c(-c3ccccc3)cc(=O)oc2c1C(CC(=O)N1CCCC1)c1ccc2c(c1)OCO2 (centres undefined)	2	23	12	-27	0.7	44	9.6	0	-6	-0.2
CCn1cc(CNC(=O)/C=C/c2ccc([N+](=O)[O-])cc2)cn1	1	-2	3	-29	2.3	1	-1.3	-5	-10	-0.8
O=C(Nc1ccc(F)c(Cl)c1)c1cc(C2CCCCN2C(=O)c2ccc3c(c2)CCO3)on1 (centres undefined)	0	/	-3	-4	2.5	-17	2.3	-4	-1	-0.4
COc1ccc(/C=C/C(=O)OCC(=O)NC(=O)NC(C)(C)C)cc1	-2	-12	8	-7	0.1	-4	1.3	-1	4	-0.4
CCN(CC)C(=O)[C@H]1C[C@H](CC(=O)NCCCn2ccnc2)C(=O)N2CCc3c([nH]c4cc(CCC(=O)N(C)C)ccc34)[C@]12C	-3	-1	-11	-20	-0.1	3	-9.2	1	7	-0.7
O=C(CC(=O)c1ccncc1)c1ccccc1	-3	-10	3	-30	1.4	-2	-1.9	-5	3	-0.1
COc1ccc(C(=O)OC(C)C(=O)NC2CCCCC2C)cc1S(=O)(=O)N1CCOCC1 (centres undefined)	-3	-10	24	-2	1.5	-2	-0.8	-3	-1	0.0
Cc1ccc(/C=C/C(=O)NC2CCCCCCC2)o1	-2	4	10	2	1.6	1	-2.6	-17	-8	-1.0
Cc1ccc2nc(N(CCCN(C)C)C(=O)c3cc4ccccc4oc3=O)sc2c1	2	-1	-9	-7	0.5	3	-1.4	-2	-5	0.0
CCOc1ccc(Oc2ccc(-c3nnc(-c4ccccc4)o3)cc2[N+](=O)[O-])cc1	4	-5	-21	-1	-0.9	3	2.9	-5	-14	0.5
CCOc1cc(/C=C(\C#N)c2[nH]nc(N)c2C#N)ccc1O	-5	-7	-24	-10	2.6	-14	9.8	-3	-19	0.0
Cc1c(Cl)cccc1Nc1nc(N)nc(CSc2ncccn2)n1	-2	2	-3	1	1.6	-2	-0.7	-2	-5	0.0
CCOC(=O)c1ccccc1N/C=C1\CCCC1=O	2	-5	-8	-11	1.7	0	-0.3	-4	-3	-0.3
CC(NC(=O)COC(=O)c1ccc2ccccc2n1)c1ccccc1 (centres undefined)	-1	3	-2	-17	0.2	7	-3.2	-3	-6	-0.3
CN(C)c1nc(N)nc(Cn2ccnc2)n1	-4	-1	9	-3	0.4	7	-2.6	-2	8	0.5
O=C(COC(=O)/C(=C/c1cccs1)c1cccs1)NC(c1ccccc1)c1ccccc1	6	-4	-16	0	2.9	0	6.6	-3	-3	0.3
Cc1cc(C)n(CC(C)C(=O)O)n1 (centres undefined)	2	4	-2	-2	-0.2	7	-1.6	-2	-5	-0.1
Cc1ccc(O)c(NC(=S)NC(=O)CC(C)C)c1	0	6	1	1	-0.8	2	-0.7	-11	6	-1.5
COc1ccccc1NC(=S)NC(=O)Cc1ccccc1	1	-18	11	-4	0.0	-3	-0.3	0	-4	0.1
COc1ccc(C(=O)N[C@H](C(=O)OCC(=O)NC(=O)c2cccn2C)C(C)C)cc1	2	-4	-14	-2	-0.5	-4	-1.2	-1	-1	-0.3
O=[N+]([O-])c1ccc(N2CCN(c3cccc(Cl)c3)CC2)nc1	1	-7	5	-4	0.5	-2	2.5	-4	8	-1.4
COC(=O)C1=C(Cn2cnc3ccccc32)NC(=O)NC1c1cc(C)ccc1C (centres undefined)	-2	9	-6	0	-0.4	1	1.1	-9	-5	-1.2
COc1cc(C2NC(=O)NC(C)=C2C(=O)OC2CCCCC2)cc(Cl)c1O (centres undefined)	0	-2	0	4	0.1	-2	-2.0	0	-3	-0.4
Cc1ncc([N+](=O)[O-])n1Cc1ccc(F)cc1	0	2	0	-5	1.8	2	1.6	-2	-5	-0.4
COc1cc(NS(=O)(=O)c2ccc(NC(=S)NC(=O)c3sc4ccccc4c3Cl)cc2)nc(OC)n1	0	-5	-18	32	0.5	-2	-0.6	-6	-10	-0.8
CC1CN(C(=O)CSc2nc(N)c(NC(=O)c3ccc(C(F)(F)F)cc3)c(=O)[nH]2)CC(C)O1 (centres undefined)	-2	/	5	3	0.1	6	-2.1	-7	3	0.2
Cc1ccccc1-c1nc2sc(-c3ccccc3)cc2c(=O)o1	0	-5	-3	2	-1.5	8	1.3	1	-3	-0.6
FC(F)Oc1ccccc1/C=N/n1cnc2ccccc21	-1	-3	-1	-3	1.3	-3	0.1	-14	3	-1.1
COc1ccc(NC(=O)CN2C(=O)NC3(CCCC3)C2=O)cc1Cl	-1	-2	-9	0	-0.8	-3	-0.5	-2	9	-0.2
CC(CCCC(C)(C)O)CC1C2=C(CCCC2=O)OC2=C1C(=O)CCC2 (centres undefined)	-1	-6	-12	5	0.4	1	-1.4	-4	8	-0.2
CCOC(=O)CSc1nnc(CNC(=O)c2ccccc2OC)n1-c1ccc(OC)cc1	1	0	5	2	0.1	3	-1.9	-4	0	-0.1
Cn1nccc1C(=O)Nc1ccccc1C(=O)O	1	-3	1	14	1.4	-14	-1.0	-2	4	-0.6
COc1ccc(-c2csc(N(CC(C)C)C(=O)c3ccco3)n2)cc1	-1	-6	8	-1	0.4	0	4.5	-4	3	-2.2
NC(=O)C1CCN(C(=O)c2ccc(F)c(S(=O)(=O)N3CCOCC3)c2)CC1	-2	0	14	1	-0.5	-1	-1.0	0	-16	-0.1
COc1ccccc1C(=O)N1CCC(N2CCN(c3ccccc3OC)CC2)CC1	3	-9	12	3	-0.8	3	-1.7	-2	0	-0.1
C[C@@H]1CN([C@@H](C)CO)C(=O)c2cc(Br)cnc2O[C@@H]1CN(C)Cc1ccc(Oc2ccccc2)cc1	-2	/	-2	5	2.3	6	-1.3	-2	11	-1.3
Clc1ccccc1-c1ccc(/C=N/Nc2nncc(-c3ccccc3)n2)o1	8	-2	6	0	1.4	69*	3.7	-6	-3	-1.0
CC(C)CC(=O)NS(=O)(=O)c1ccc(NC(=O)c2ccco2)cc1	2	3	-10	0	/	-5	-0.9	-2	7	0.2
Cc1cccc(OCCCc2c(C)n[nH]c2C)c1	-7	-1	-6	-1	-0.1	0	0.5	-4	-6	-0.6
COc1cccc(OCC(O)CN2CCN(c3ccc(F)cc3)CC2)c1 (centres undefined)	0	-4	4	1	-0.1	1	-1.6	0	20*	-0.7
Cc1ccc(OCCC(=O)OCC(=O)Nc2c(C)nn(-c3ccccc3)c2C)cc1	2	0	2	6	-0.3	-1	-0.1	-3	-9	-0.4
Cn1c(N)c(C(=O)CSc2nnc3n2CCCCC3)c(=O)n(C)c1=O	-2	-5	5	5	-0.4	5	-1.5	-4	-6	-0.2
CCN(c1ccccc1)c1nc(=O)c2cccnc2s1	1	-1	6	5	0.3	-1	-1.6	-2	-7	-0.2
